APP 5'UTR act: activators of APP 5'UTR luciferase reporter, primary screen, SH-SY5Y cells; SH-SY5Y APP 5'UTR luciferase reporter, luminescence; zero percent = DMSO vehicle wells; activation, % at 2 µM; 1% of 190,000 active;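 active means activation above a set limit, based on mean plus 3 SD of controls, cut at about 140% in these data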; further: values of inactives mirror those of a sister screen read the other way
STAT1 inh: STAT1 signaling inhibitors, primary screen, cell-based, HTS, luciferase reporter. inhibition, % at 5.5 µM. 0.35% of 200,000 active. NIH 3T3 STAT1-luciferase reporter, IFN-gamma, luminescence;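 active means inhibition above a set limit, the mean inhibition across all tested compounds plus 3 SD, cut at about 34% in these data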;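 further: 0% = IFN-gamma with DMSO and 100% = IFN-gamma with 300 µM nifuroxazide; values of inactives mirror those of a sister screen read the other way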
APP 5UTR inh: inhibitors of APP translation via 5'UTR reporter, primary screen, APP 5'UTR luciferase, SH-SY5Y cells; SH-SY5Y APP 5'UTR-luciferase reporter, luminescence; inhibition, % at 2 µM; 0.82% of 190,000 active; AID 1285, 2008;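 active means inhibition above a set limit, derived from the sample mean plus 3 SD, cut at about 45% in these data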; further: values of inactives mirror those of a sister screen read the other way
FLuc inh counter: firefly luciferase enzyme inhibitors, primary screen, artefact control for luciferase-based inhibitor screens, biochemical, luminescence, ATPLite; 10 min; 1.5% of 200,000 active; inhibition, % at 10 µM; Luciferin 4-monooxygenase (Photinus pyralis), P08659; AID 1006, 2008;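 active means inhibition above about 50% when tested at 10 µM, limit read from the data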
Target sequence (P08659 whole entry, looked up): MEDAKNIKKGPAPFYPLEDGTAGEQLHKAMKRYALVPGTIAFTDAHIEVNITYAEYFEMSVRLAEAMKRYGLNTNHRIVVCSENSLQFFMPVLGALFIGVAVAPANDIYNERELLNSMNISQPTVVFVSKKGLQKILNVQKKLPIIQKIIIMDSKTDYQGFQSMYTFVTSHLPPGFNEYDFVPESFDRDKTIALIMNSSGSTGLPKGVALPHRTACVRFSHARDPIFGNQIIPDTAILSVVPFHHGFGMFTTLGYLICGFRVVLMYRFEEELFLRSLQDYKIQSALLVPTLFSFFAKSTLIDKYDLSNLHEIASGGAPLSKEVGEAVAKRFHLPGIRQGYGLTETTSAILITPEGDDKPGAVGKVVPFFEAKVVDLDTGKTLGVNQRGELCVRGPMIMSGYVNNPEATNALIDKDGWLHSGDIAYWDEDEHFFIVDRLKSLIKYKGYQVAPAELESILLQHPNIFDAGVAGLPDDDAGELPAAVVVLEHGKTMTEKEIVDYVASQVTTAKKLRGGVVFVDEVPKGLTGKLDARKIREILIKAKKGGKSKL
RAM inhibit: inhibitors of the yeast RAM network, primary screen, dse1pr::URA3 reporter, 5-FOA selection | S. cerevisiae dse1pr::URA3 reporter, 5-FOA growth OD615, 2 d; analog-sensitive cbk1-as2 kinase mutant strain | inhibition, % at 50 µM | 1.8% of 190,000 active;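 active means inhibition above a set limit, 3 SD over mean compound inhibition, cut at about 8.4% in these data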;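 further: 0% = DMSO-only wells with no growth and 100% = 10 µM 1-NA-PP1 full growth; inhibition rescues growth on 5-FOA so higher OD means more RAM inhibition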
STAT3 act: IL-6 driven STAT3 reporter potentiators, primary screen, U3A cells, luciferase, luminescence, MLSCN library; IL-6 STAT3-luciferase reporter; 100% = signal with IL-6 EC80 alone; activation (% of control), % at 5.6 µM; 0.91% of 190,000 active;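 active means activation above the screen-wide mean of compound activation plus 3 SD, cut at about 130% in these data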;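 further: 0% = background luminescence of wells with medium and substrate only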
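Detection: reporter luminescence signal / Assay system: STAT1-lacking human U3A cells, STAT3 luciferase reporter / Incubation: compound pre-incubation 1 h before IL-6, then 6 h stimulation at 37 °C / Control set: IL-6-only high control / Read-out: % activation relative to IL-6 control / Probe or stimulus: Interleukin-6, 33 ng/mL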
Hsp70 activator: Hsp70 transcriptional activators, primary screen, cell-based, HeLa, Hsp70 promoter luciferase, luminescence, 10 µM; HeLa Hsp70 promoter luciferase reporter; scaled: vehicle 0, proteasome-inhibitor control 100%; activation, % at 10 µM; AID 1203, 2008; 0.04% of 200,000 active;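 active means activation above the mean across all tested compounds plus 3 SD, cutoff set per campaign, cut at about 5.5% in these data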;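 further: 100% = MG132 at 30 µM as the positive control and 0% = DMSO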
STAT3 inh: IL-6 driven STAT3 reporter inhibitors, primary screen, U3A cells, luciferase, luminescence, MLSCN library | IL-6 STAT3-luciferase reporter; host cell line lacks STAT1 | inhibition, % at 5.5 µM | 0.89% of 190,000 active | AID 862, 2007;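 active means inhibition above the mean inhibition across all screened compounds plus 3 SD, cut at about 44% in these data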;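 further: 0% = DMSO only wells and 100% = 100 µM nifuroxazide control wells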
NF-kB expr up: activators of NF-kB expression in neurons, primary screen, cell-based, HTS; human neuronal cells, NF-kB reporter expression; stronger effect = higher value; fold change at 12.5 µM; 1.6% of 190,000 active; AID 1239, 2008; in the data active means fold change above about 3.3
STAT1 activator: STAT1 signaling activators, primary screen, cell-based, HTS, luciferase reporter | NIH 3T3 STAT1-luciferase reporter, IFN-gamma, luminescence; 100% = IFN-gamma alone, no compound | 2.6% of 200,000 active | AID 932, 2007 | activation (% of control), % at 5.5 µM;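 active means activation above the screen-wide mean activation plus 3 SD, cut at about 130% in these data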;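 further: raw ratio to IFN-gamma control signal so 100% means no change and 0% no light; values of inactives mirror those of a sister screen read the other way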
The depositor's hits bear a star; nt = not tested or not shown.

structure	APP 5'UTR act	STAT1 inh	APP 5UTR inh	FLuc inh counter	RAM inhibit	STAT3 act	Hsp70 activator	STAT3 inh	NF-kB expr up	STAT1 activator
Cc1ccc(C)c(NC(=O)c2nnn(Cc3ccccc3C)c2N)c1	-7	-5	7	-5	1.4	84	0.3	21	0.69	105
CCNC(=S)NS(=O)(=O)c1ccccc1	12	5	-12	-8	1.9	103	0.0	8	1.1	96
Cn1c(=O)c2c(nc(CN3CCN(c4ccccc4F)CC3)n2CCCc2ccccc2)n(C)c1=O	23	6	-23	nt	nt	103	0.1	0	nt	95
O=C(CSCc1ccc(F)cc1)NCc1ccco1	-2	-4	2	1	0.9	98	-0.1	9	1.2	104
Cc1ccc2cc(CN(Cc3ccco3)C(=S)NCC3CCCO3)c(=O)[nH]c2c1C (stereo not drawn)	-15	0	15	-6	4.2	102	0.0	3	0.77	100
COc1ccc(OC(C)C(=O)N2CCC(C)CC2)cc1 (stereo not drawn)	-6	0	6	-8	-0.3	102	-0.3	-6	0.98	100
Cc1nc(NC(=O)CC(C)C)sc1-c1csc(Nc2ccc(Cl)cc2)n1	14	6	-14	-8	7.1	141*	-0.3	-51	0.91	95
N#C/C(=C\c1ccc[nH]1)S(=O)(=O)c1ccccc1	-8	20	8	-3	0.4	89	-0.1	15	0.87	81
O=C(CCN1C(=O)C2C3C=CC(C4CC34)C2C1=O)Oc1ccccc1 (stereo not drawn)	-13	-15	13	-5	0.4	100	-0.2	4	1.1	112
O=C(CN1CCOCC1)Nc1ncc(Cc2cccc(Cl)c2)s1	9	5	-9	-6	-0.2	93	-0.3	11	0.92	95
Cc1oc(C(C)(C)C)c(CN2CCCC2)c1C(=O)O	18	8	-18	-7	0.8	108	-0.2	-10	0.91	92
O=C(CNC(=S)N(Cc1ccccc1Cl)C1CCCC1)NCCCN1CCOCC1	-10	-4	10	-5	0.1	100	-0.2	8	1.2	104
CCC1CCc2sc(C(=O)O)cc2C1 (stereo not drawn)	-1	13	1	0	-2.3	104	-0.3	3	0.81	88
S=c1nc(C2CCCCC2)[nH][nH]1	0	-1	0	-6	2.8	97	-0.3	13	1.2	101
CCOC(=O)Cn1c(C(=O)OCC)cc2sccc21	6	2	-6	5	0.0	97	-0.3	10	1.2	97
COC(=O)c1c(NC(=O)Cn2cnc([N+](=O)[O-])n2)sc2c1CCC(C)C2 (stereo not drawn)	-1	8	1	-4	1.8	100	-0.3	-1	1.4	93
COCC(C)n1c(C)cc(C(=O)COC(=O)CN=C2NS(=O)(=O)c3ccccc32)c1C (stereo not drawn)	16	-3	-16	19	-0.4	104	-0.2	-3	1.1	102
Cc1ccccc1S(=O)(=O)Cc1ccc(C(=O)N2CCN(c3cccc(C)c3C)CC2)o1	-20	-7	20	-6	0.0	99	-0.3	8	0.28	105
CC(=O)Nc1ccc(N=Nc2c(C)[nH]n(C(N)=S)c2=O)cc1	5	-27	-5	29	0.8	103	0.1	5	1.5	126
Cc1ccc(NC(=O)COC(=O)CSC(=S)N2CCOCC2)cc1	2	-6	-2	1	4.8	111	0.1	-5	1.4	105
O=C(C[n+]1cc(-c2ccccc2)n2c1CCC2)Nc1nc(-c2ccc(F)cc2)cs1	8	-5	-8	-4	0.4	106	-0.3	-8	0.72	105
CCOC(=O)CSC1=C(C#N)C(c2ccc(C)cc2)C2=C(CCCC2=O)N1 (stereo not drawn)	-6	3	6	-3	0.9	97	-0.2	8	0.87	97
O=[N+]([O-])c1ccccc1CN1CCN(Cc2c[nH]c3ccccc23)CC1	-24	17	24	0	1.2	135*	-0.2	-33	1.4	83
CCOC(=O)C1C(=O)CC(C)(O)C(C(=O)OCC)C1/C=C/c1ccccc1 (stereo not drawn)	-1	7	1	-1	3.5	98	-0.3	6	0.91	94
Cc1cc(C)nc(N(C#N)CCOc2ccc(Cl)cc2)n1	4	2	-4	-4	1.0	88	-0.1	15	1.3	102
Cc1ccccc1OCC(=O)NCCc1nc2ccccc2[nH]1	-5	0	5	-8	-0.7	106	-0.5	-2	0.73	100
Cc1nc2ccc(Cl)cc2c(-c2ccccc2F)c1CC(=O)O	11	6	-10	0	0.8	96	-0.2	4	1	95
O=C(O)C1CCCCC1C(=O)NCCc1ccc(F)cc1 (stereo not drawn)	-3	-7	2	-3	1.1	99	-0.2	5	1.1	105
Cc1ccc(N(CC(=O)Nc2ccc(C)cc2C)S(=O)(=O)N2CCCC2)cc1	11	10	-11	-10	0.3	97	0.1	7	0.84	91
COCCCNC(=O)Cn1ncc2ccsc2c1=O	8	2	-8	-10	-0.2	103	-0.1	1	0.82	98
Cc1ccc(C(=O)NNC(=O)Cc2ccccc2)cc1	11	-3	-11	-3	0.0	111	-0.1	-13	1.4	103
CCN(CC)C(=O)C(=O)N/N=C/c1cccs1	13	-5	-13	0	1.6	112	0.7	-2	1	104
CC(CCc1ccccc1)NC(=O)CCNC(=O)Cn1ccc2ccccc2c1=O (stereo not drawn)	12	-3	-12	-1	2.4	102	-0.2	-1	1.1	100
Cn1c(Oc2ccc3c(c2)OCO3)nc2c1c(=O)n(Cc1ccccc1)c(=O)n2C	3	-5	-3	-2	5.1	94	-0.1	10	0.87	104
CC(=O)c1cccc(NC(=O)C2CCN(S(=O)(=O)c3ccc(C)cc3)CC2)c1	-1	0	1	-8	4.6	94	-0.4	10	1.1	100
CN(c1ccccc1)c1ccc(/C=N/N2CCOCC2)cc1	97	-81	-97	70*	1.3	99	0.2	4	6.8*	172*
Cc1ccccc1NC(=O)Cc1nnc(SCC(=O)c2ccc(Br)cc2)n1C	4	3	-4	-5	3.3	99	0.1	5	1	97
OCCC1CN(Cc2cnn(-c3ccccc3Cl)c2)CCN1Cc1ccsc1 (stereo not drawn)	-3	4	3	-4	1.1	101	-0.1	3	1	95
O=C(O)C(Cc1ccccc1)N1C(=O)c2ccccc2C1=O (stereo not drawn)	13	-3	-13	-3	1.1	108	0.2	-13	0.98	103
Cc1cc(C)n(/N=C/c2ccccc2)c(=O)c1C#N	4	-2	-4	0	0.6	80	-0.2	27	1.1	102
CCOC(=O)c1c(C)oc2ccc(O)c(CN(C)C)c12	5	5	-6	-4	1.6	98	-0.8	5	0.97	96
Cc1nc(N)c(C#N)c(-c2ccccc2Cl)c1C	26	5	-26	-4	1.3	104	-0.1	0	0.86	95
O=C(N/N=C/c1cccc([N+](=O)[O-])c1)c1ccc2nc[nH]c2c1	-29	1	29	7	0.9	88	-0.1	21	0.49	99
O=C(O)c1ccc2c(c1)C(=O)N(C(Cc1ccc(O)cc1)C(=O)O)C2=O (stereo not drawn)	-19	-1	19	-5	0.1	95	-0.2	10	1.1	101
CN(C)C(CNC(=O)c1ccc2c(=O)n(-c3ccccc3F)c(=S)[nH]c2c1)Cc1ccccc1 (stereo not drawn)	14	9	-14	-4	2.7	97	-0.2	11	0.98	90
Cc1cc(C)c(-c2csc(NC(=O)C3=NN(c4ccccc4)C(=O)CC3)n2)c(C)c1	5	21	-5	-5	3.0	100	-0.4	6	0.59	81
Cc1ccccc1CN1C(=O)C2(OCCCO2)c2ccccc21	6	-2	-6	-5	3.6	117	-0.4	-9	0.95	102
O=C(NC(=O)c1ccccc1)OCC(F)(F)F	-9	0	9	-1	-0.1	102	0.4	6	1.4	100
C=CCNC(=O)NS(=O)(=O)c1ccc(C)cc1	-8	3	8	-5	1.9	105	0.0	-3	2.2	98
Cc1cccc(N2C(=O)CC(N3CCN(c4cccc(C(F)(F)F)c4)CC3)C2=O)c1 (stereo not drawn)	18	-3	-18	0	3.7	99	0.2	5	0.9	102

New compounds follow
structure	APP 5'UTR act	STAT1 inh	APP 5UTR inh	FLuc inh counter	RAM inhibit	STAT3 act	Hsp70 activator	STAT3 inh	NF-kB expr up	STAT1 activator
Cc1ccnc(NC(=O)CCC(=O)N(CC(=O)NCCc2ccccc2)Cc2ccco2)c1	0	0	0	0	1.1	98	-0.2	8	1.1	100
Cc1ccc(NC(=O)CSc2nnc(CNC(=O)c3ccccc3F)o2)cc1	5	-5	-5	4	1.3	96	-0.1	16	1.1	104
COC(=O)N/N=C(C)\C=C\c1ccco1	nt	-1	nt	-7	-0.2	80	-0.6	24	1.1	101
Clc1ccc2noc(-c3ccccc3)c2c1	-47	-2	47*	4	-0.2	96	-0.3	7	1	102
COc1ccc(CCn2c(C)cc(C(=O)CSc3nnc(N)s3)c2C)cc1	8	4	-8	-8	5.2	106	0.1	-4	0.91	97
COc1ccc(-c2[nH]ncc2-c2ccc3c(c2)OCCO3)c(O)c1	-20	19	20	-7	10*	112	-0.2	-10	0.55	83

Source: PubChem (several laboratories)
